High-throughput results: PubChem BioAssay, several laboratories
Arr AP2 block: inhibitors of beta-arrestin/AP2 binding, primary screen, biochemical, GPCR trafficking, flow cytometry; beta-arrestin 1 C-terminal peptide binding to AP2 beta2-adaptin appendage (human); FITC-arrestin peptide / GST-AP2 beads; AP2 beta2 appendage carries R879A mutation; inhibition, % at 10 µM; actives 0.31% (n = 340,000);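 active = inhibition above a set limit, near 3 SD of compounds lacking own fluorescence, cut at about 54% in these data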;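 note: plate controls were DMSO wells for no effect and 5 µM unlabelled arrestin peptide for full effect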
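Assay system: GST-AP2 R879A bound to glutathione beads, E. coli-expressed; Medium: PBS with 0.05% Tween 20 and 0.1% BSA; Also added: fluorescein-tagged arrestin peptide at 50 nM final; Timing: 12 min plus 1 h, RT; Measured by: flow cytometry, FL1 (488/535 nm); Evaluation: percent drop in bead-associated FITC signal.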
PKA-R2B act: activators of PKA-R2B holoenzyme, primary screen, biochemical, fluorescence polarization, Cy5-IP20, human; cAMP-dependent protein kinase catalytic subunit beta (Homo sapiens) + cAMP-dependent …; activation, % at 11.4 µM; actives 0.079% (n = 340,000); PKA-R2B holoenzyme dissociation; R2B truncated from residue 108, S112A mutant; 0% DMSO only, 100% 113 µM cGMP;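 active = activation above a cutoff set at the mean over all compounds plus 3 SD, cut at about 18% in these data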;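 note: higher means more holoenzyme dissociation and a rise in polarization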
Target sequence (P31323 whole entry, looked up, other chains not shown, the tested form may be a part): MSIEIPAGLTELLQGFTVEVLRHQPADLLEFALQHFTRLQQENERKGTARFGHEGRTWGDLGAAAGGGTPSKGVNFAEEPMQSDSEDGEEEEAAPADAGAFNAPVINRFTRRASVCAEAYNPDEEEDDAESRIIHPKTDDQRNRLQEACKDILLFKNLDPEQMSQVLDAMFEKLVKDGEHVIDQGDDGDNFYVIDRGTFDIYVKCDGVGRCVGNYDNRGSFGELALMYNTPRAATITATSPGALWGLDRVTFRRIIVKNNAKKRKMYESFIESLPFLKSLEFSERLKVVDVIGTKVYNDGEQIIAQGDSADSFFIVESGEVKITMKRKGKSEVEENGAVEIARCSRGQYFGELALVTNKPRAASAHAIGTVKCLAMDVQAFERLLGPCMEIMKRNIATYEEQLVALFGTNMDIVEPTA
LANA DNA inh: inhibitors of KSHV C-LANA binding to DNA, primary screen, biochemical, fluorescence polarization, FAM-LBS DNA, MBP-C-LANA, single point; Kaposi's sarcoma herpesvirus LANA C-terminal domain (residues 932-1162) DNA binding; inhibition, % at 9 µM; actives 0.078% (n = 340,000);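 active = highest replicate inhibition at or above 60% at 9 µM, even if other replicates fall short; inactive = all replicates below 60% inhibition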;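 note: 0% = neutral control wells and 100% = 4 µM acridine orange control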
Cardiac RTF inh: cardiac RTF calcium sensitivity inhibitors, primary screen, biochemical, IANBD-TnC fluorescence, EC70 calcium; IANBD-labeled cardiac RTF, Ca2+ fluorescence; inhibition, % at 7.15 µM; actives 0.12% (n = 340,000); AID 493244, 2011;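 active = inhibition above the mean inhibition of all tested compounds plus 3 SD, cut at about 17% in these data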;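 note: assay run at fixed EC70 calcium of 1.6 mM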
Keap1 Nrf2 FP: Keap1-Nrf2 protein-protein interaction inhibitors, primary screen, biochemical, fluorescence polarization, single point. inhibition, % at 9.4 µM. Keap1 Kelch-Nrf2 peptide fluorescence polarization, 1536-well. actives 0.15% (n = 340,000). Kelch-like ECH-associated protein 1 (Homo sapiens), Q14145. AID 504523, 2011; in the data active = inhibition above about 12%;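 note: human Keap1 Kelch domain with fluorescein labeled Nrf2 9mer peptide probe; 0% = neutral control wells and 100% = peptide positive control; higher means more block of Keap1 binding to Nrf2 peptide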
DAGLB inhibitor: DAGLB lipase inhibitors, primary screen, biochemical, fluorescence, HTS; Diacylglycerol lipase-beta (Homo sapiens), Q8NCG7; HEK293T DAGLB membrane lysate, EnzChek fluorogenic substrate; inhibition, % at 5.17 µM; actives 0.059% (n = 340,000); AID 504411, 2011; in the data active = inhibition above about 34%;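 note: 0% = enzyme with vehicle and 100% = wells lacking enzyme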
Target sequence (Q8NCG7 whole entry, looked up): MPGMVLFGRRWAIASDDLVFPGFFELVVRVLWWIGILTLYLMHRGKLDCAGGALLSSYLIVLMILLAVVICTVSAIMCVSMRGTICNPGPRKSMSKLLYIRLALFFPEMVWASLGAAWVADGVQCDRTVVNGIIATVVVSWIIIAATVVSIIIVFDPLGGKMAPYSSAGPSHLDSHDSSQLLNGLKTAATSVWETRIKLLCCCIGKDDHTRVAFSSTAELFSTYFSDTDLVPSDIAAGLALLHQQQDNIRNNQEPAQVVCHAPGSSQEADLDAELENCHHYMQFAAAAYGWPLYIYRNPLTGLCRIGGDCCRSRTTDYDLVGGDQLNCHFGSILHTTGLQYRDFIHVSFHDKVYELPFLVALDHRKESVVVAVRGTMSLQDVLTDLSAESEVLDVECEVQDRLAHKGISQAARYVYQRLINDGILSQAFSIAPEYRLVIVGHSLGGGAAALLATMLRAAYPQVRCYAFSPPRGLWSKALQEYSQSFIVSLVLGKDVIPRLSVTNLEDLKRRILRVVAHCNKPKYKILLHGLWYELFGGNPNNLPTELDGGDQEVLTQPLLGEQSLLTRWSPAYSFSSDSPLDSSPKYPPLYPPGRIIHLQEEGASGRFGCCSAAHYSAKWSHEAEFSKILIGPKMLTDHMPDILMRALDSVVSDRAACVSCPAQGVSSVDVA
SR-BI HDL uptake: inhibitors of SR-BI mediated HDL lipid uptake, primary screen, ldlA[mSR-BI] cells, fluorescence, single point. ldlA[mSR-BI] CHO cells, DiI-HDL uptake fluorescence, 3 h. inhibition, % at 12.5 µM. actives 0.96% (n = 320,000);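 active = mean replicate inhibition of at least 70% and a set share of replicates each scoring 70 or more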;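 note: 0% = median of neutral control wells and 100% = median of positive control wells; values of inactives mirror those of a sister screen read the other way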
SR-BI uptake up: activators of SR-BI mediated DiI-HDL uptake, primary screen, ldlA[mSR-BI] CHO cells, DiI fluorescence; AID 504775, 2011; actives 0.096% (n = 320,000); 3 h; 100 = double the neutral-control signal; activation, % at 12.5 µM;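 active = mean replicate activation of at least 60% and every replicate at or above 60%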;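 note: 0% = median plate neutral-control signal and 100% = twice that signal; values of inactives mirror those of a sister screen read the other way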
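Material – SR-BI-overexpressing, LDLR-lacking CHO cells · Medium – BSA-supplemented, HEPES-buffered Ham's F12, pH 7.4 · Doses – single concentration · Times – compound with DiI-HDL co-incubation, 3 h at 37 °C · Measured by – bottom-read fluorescence, 550/595 nm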
PvdQ acylase: P. aeruginosa PvdQ acylase inhibitors, primary screen, biochemical, fluorescence, plate reader and imaging, single point | purified PvdQ acylase | actives 0.063% (n = 340,000) | PvdQ acylase [Pseudomonas aeruginosa LESB58] | inhibition, % at 10 µM; in the data active = inhibition above about 30%, passing the limit was not always enough;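 note: 0% = vehicle neutral wells and 100% = reference inhibitor wells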
NSD2 inh: NSD2 histone methyltransferase inhibitors, primary screen, biochemical, AlphaScreen, single concentration, set 2. NSD2 peptide methylation, 120 min. inhibition, % at 12.5 µM. actives 0.54% (n = 310,000). AID 743445, 2014; in the data active = inhibition above about 50%
* = called active by the depositor; nt = no result given.

SMILES	Arr AP2 block	PKA-R2B act	LANA DNA inh	Cardiac RTF inh	Keap1 Nrf2 FP	DAGLB inhibitor	SR-BI HDL uptake	SR-BI uptake up	PvdQ acylase	NSD2 inh
Cc1ccc(N2C(=O)C(CN3CCCC3)C2c2ccccc2)cc1 (centres undefined)	3	-14	1.4	-1	-2	1	8	-8	1	4
CC(=O)c1cc(C)ccc1OC(=O)CCN1C(=O)C2C3c4ccccc4C(c4ccccc43)C2C1=O (centres undefined)	-2	13	0.1	-5	-9	-2	nt	nt	-13	-1
COc1ccc(Cc2nnc(SCC(=O)Nc3ccccc3)[nH]c2=O)cc1	4	-3	-1.3	-6	-1	4	0	0	8	2
Cc1cccc2c(=O)cc(C)n(Cc3ccccc3)c12	10	2	-1.0	1	-2	-10	22	-22	35*	0
Cc1cc(C)c(-c2cc(NC(=O)COC(=O)c3ccc(C#N)cc3)n(-c3ccccc3)n2)cc1C	2	-3	-0.3	-2	-4	-6	21	-21	-6	-1
CCOC(=O)COc1cccc2c(=O)n(CC(=O)N3CCCc4ccccc43)ccc12	3	0	-1.1	-4	-1	1	33	-33	7	nt
C#CCOCCOCCOCCNc1nc(N2CCN(C(=O)CCCCCCCCCCNC(=O)Cn3cc(CCCCCN)nn3)CC2)nc(N2CCN(C(=O)CCCCCCCCCCNC(=O)[C@H]([C@@H](C)CC)n3cc(CCCCN=C(N)N)nn3)CC2)n1	9	21*	-12	-3	-6	-4	84*	-84	16	nt
CSCCC(NS(=O)(=O)c1ccc(C)cc1)C(=O)NNC(=O)c1csc(N2CCOCC2)n1 (centres undefined)	-11	7	-0.1	4	-3	-1	8	-8	-10	3
O=C(CCC(=O)Nc1ccccc1)N/N=C/c1cccnc1	16	9	1.9	-5	-4	0	15	nt	-3	-3
Cc1ccc(CNC(=O)CCCCCNC(=O)N2CCn3c2nc2ccccc23)cc1	-8	0	-1.4	-6	-2	-3	22	-22	-9	6
O=C(NN1C(=O)C2C3C=CC(C3)C2C1=O)c1ccccc1 (centres undefined)	7	-7	3.6	0	0	-1	-28	28	-10	nt
CCS(=O)(=O)N1CCC(c2nc3ccccc3[nH]2)CC1	-6	11	-1.4	-5	0	-3	5	-5	-7	-3
CC1(C)C(C=C(Cl)Cl)C1C(=O)N/N=C/c1ccccc1F (centres undefined)	10	-15	-0.7	-1	-3	-4	7	-7	-4	-6
CCC(C)[C@H](Nc1nc(-c2ccccc2)nc2c1oc1ccccc12)C(=O)O (some centres undefined)	12	-16	-0.7	-5	-4	13	-1	nt	-2	1
COc1ccc2c(CSc3nc4nc(C)cc(C)n4n3)cc(=O)oc2c1	-2	-6	1.8	2	3	3	3	-3	-8	-3
CCn1c(CNC(=O)c2cccs2)nnc1SCC(=O)NCCc1ccccc1	-1	-8	-1.0	-11	-2	1	-9	9	-3	2
CCOC(=O)c1ccc(Cl)c(NC(=O)c2ccc(-c3ccccc3)cc2)c1	6	-5	0.5	6	-1	-3	57	-57	5	nt
CCc1cccc(CC)c1NC(=O)c1cc(CN2C(=O)c3ccccc3C2=O)ccc1OC	10	-10	1.0	0	1	-3	11	-11	-4	-1
COc1ccc(/C=C/C(=O)OCC(=O)c2ccc3c(c2)NC(=O)CO3)cc1	-4	-2	0.2	4	-5	0	-25	25	-10	nt
CCC1=NN2C(=N)/C(=C/c3cc(C)n(-c4ccccc4)c3C)C(=O)N=C2S1	23	-2	0.7	2	1	1	46	-46	4	-2

PvdQ acylase: hit marks shown above
SMILES	Arr AP2 block	PKA-R2B act	LANA DNA inh	Cardiac RTF inh	Keap1 Nrf2 FP	DAGLB inhibitor	SR-BI HDL uptake	SR-BI uptake up	PvdQ acylase	NSD2 inh
Cc1cccc2c(=O)cc(C)n(Cc3ccccc3)c12	10	2	-1.0	1	-2	-10	22	-22	35*	0

Compounds shown so far with an aryl thioether with sulfur outside any ring, in the order listed:
SMILES	Arr AP2 block	PKA-R2B act	LANA DNA inh	Cardiac RTF inh	Keap1 Nrf2 FP	DAGLB inhibitor	SR-BI HDL uptake	SR-BI uptake up	PvdQ acylase	NSD2 inh
COc1ccc(Cc2nnc(SCC(=O)Nc3ccccc3)[nH]c2=O)cc1	4	-3	-1.3	-6	-1	4	0	0	8	2
COc1ccc2c(CSc3nc4nc(C)cc(C)n4n3)cc(=O)oc2c1	-2	-6	1.8	2	3	3	3	-3	-8	-3
CCn1c(CNC(=O)c2cccs2)nnc1SCC(=O)NCCc1ccccc1	-1	-8	-1.0	-11	-2	1	-9	9	-3	2

New compounds follow
SMILES	Arr AP2 block	PKA-R2B act	LANA DNA inh	Cardiac RTF inh	Keap1 Nrf2 FP	DAGLB inhibitor	SR-BI HDL uptake	SR-BI uptake up	PvdQ acylase	NSD2 inh
CC(=O)N[C@@H](Cc1ccc(OC(F)(F)F)cc1)C(=O)O	4	-1	2.2	-2	3	0	-2	2	-14	1
COCc1cc(=O)[nH]c(/N=C(\N)Nc2cccc(C)c2)n1	-1	0	0.4	1	-4	0	0	0	10	0
COc1ccc(-c2ccc(C#N)c(SCC(=O)NCc3ccco3)n2)cc1OC	0	4	5.2	-8	-1	2	18	-18	-11	1
COc1ccc(/C=N/OCC(=O)N2CC3(C)CC2CC(C)(C)C3)cc1 (centres undefined)	0	2	-0.8	1	-2	0	11	-11	3	1
CCCOc1ccc(C(=O)NC(=S)Nc2nc(C)c(C(=O)N(C)C)s2)cc1	-4	-7	-0.3	-3	-7	1	-8	8	-11	9
O=C(NCCCO)c1ccc2[nH]c3ccccc3c2c1	18	4	0.1	-7	-1	0	-3	3	1	-3
CCCOc1ccc(C(=O)NNC(=O)CCNC(=O)c2ccco2)cc1OC	25	6	-2.0	0	-3	-3	5	-5	9	-11
Cc1cccc(C(=O)OCC(=O)N2CCCCCC2)c1C	-4	-8	3.0	9	-7	1	21	-21	-19	-4
CC1CCC(C(C)C)C(OC(=O)COC(=O)c2ccc(=O)[nH]c2)C1 (centres undefined)	30	-4	0.6	-2	3	1	5	-5	-4	0
CN1C(=O)NC(c2ccccc2)C2=C1CN(c1ccc3ccccc3c1)C2=O (centres undefined)	-2	15	-0.7	-2	-3	3	-17	17	-18	-1
CCn1c(=O)c(C(=O)NNC(=O)c2ccccc2Cl)c(O)c2ccccc21	-6	5	-0.1	-3	-9	12	-6	6	-14	-3
COc1cc(NC(=O)COc2ccc(C)c(C)c2)ccc1NC(=O)c1ccco1	6	3	-0.7	10	1	0	nt	nt	-5	-1
CCOC(=O)Nc1ccc2c(c1)N(CCCN(C)C)c1ccccc1CC2	12	2	0.8	-10	-6	-4	10	-10	0	25
CCc1nonc1NC(=O)c1oc2cc(C)c(C)cc2c1C	40	7	0.2	-4	-2	-6	19	nt	1	0
CCOC(=O)c1[nH]c2ccc(C)cc2c1NC(=O)CN1CCCCC1	10	-4	1.2	1	-6	-2	4	-4	13	3
CCN(Cc1ccccc1)S(=O)(=O)c1nc2nc(C)c(C)c(C)n2n1	27	-8	0.4	-3	0	-2	-5	5	-1	4
CC1(C2CC2)NC(=O)N(CC(=O)Nc2cc(S(=O)(=O)N3CCCCC3)ccc2Cl)C1=O (centres undefined)	20	-2	0.7	1	-3	-3	29	-29	6	0
Cc1cc(C)c2nc(C(F)(F)F)nc(N3CCN(C(=O)c4ccco4)CC3)c2c1	-2	-6	-1.5	1	-3	-2	63	-63	-5	nt
CCCN1CN(Cc2ccccc2)CNC1=S	32	-2	0.7	-6	-2	-1	-30	30	0	0
Cc1ccc(C(=O)c2c(NC(=O)CSc3nnc(N)s3)sc3c2CCCC3)cc1	4	-3	-2.8	1	2	4	61	-61	4	3
O=C(COC(=O)c1cccnc1Cl)Nc1cccc(S(=O)(=O)N2CCOCC2)c1	9	-4	0.0	-1	-2	-4	-1	1	3	-2
Cc1ccc(NC(=O)CCC(=O)OCC(=O)c2ccc(Oc3ccc([N+](=O)[O-])cc3)cc2)cc1	-16	-7	-0.9	-2	-1	0	11	-11	-3	-2
O=C(CNS(=O)(=O)c1ccc(Br)s1)Nc1ccc2c(c1)OCCO2	-11	-4	-0.5	-5	-6	-1	17	-17	-12	0
COC(=O)C1CCN(C(=O)[C@H](C)NC(=O)C2CC(=O)N(c3ccc(F)cc3)C2)CC1 (some centres undefined)	2	-8	0.1	2	-2	-2	-1	1	-10	1
CN(C)CCNc1oc(COc2cccc(Cl)c2)nc1C#N	3	1	0.0	-18	-2	2	-20	20	-2	8
CC(C)N1C/C(=C/c2ccsc2)C(=O)/C(=C/c2ccsc2)C1	6	6	-0.5	-8	-2	1	18	-18	-7	17
O=S(=O)(c1ccccc1)c1nc(-c2cccs2)oc1NCC1CCCO1 (centres undefined)	13	0	0.4	1	-4	-2	-30	30	6	-1
CCC(=O)n1nc(-c2cccnc2)nc1NCc1ccc(F)cc1	9	-1	-0.3	-5	3	-6	nt	nt	6	-1
CCOC(=O)CNC(=O)CSc1nnc(-c2ccncc2)n1-c1ccc(Cl)cc1	6	-4	-1.2	5	2	3	-6	6	-11	2
O=C(O)c1ccc(/C=N/NC(=O)c2cc3c(ccc4ccccc43)o2)cc1	13	9	-0.3	-3	1	0	-6	6	-10	-2
CCN1CCCC1CNC(=O)c1cc2c(OC)c(OC)c(OC)cc2[nH]1 (centres undefined)	-6	0	-1.1	-11	-4	1	28	-28	-7	24
CC(=O)C1=C(O)C(=O)N(c2nnn(C)n2)C1c1cccs1 (centres undefined)	0	4	0.5	-4	1	-3	-7	7	4	nt
CCCCCCCCCCSc1n[nH]c(NC(C)=O)n1	-6	11	-0.9	-6	-7	-1	0	0	-8	-2
COCCCNC(=O)c1c(F)c(F)c(F)c(F)c1F	-6	0	0.2	0	4	-2	-3	3	-14	-5
CCCc1ccc(-c2cc(NC(=O)CSc3nnc(N)s3)n(-c3ccccc3)n2)cc1	-4	8	-2.3	-19	-3	-3	12	-12	-13	8
O=C(C1=C[C@H](c2ccc(Br)cc2)C[C@H](OCc2ccc(CO)cc2)O1)N1CCN(Cc2ccc3c(c2)OCO3)CC1	-1	-14	3.0	3	-2	-1	10	-10	3	nt
